BioA inh – blocks M. tuberculosis BioA enzyme activity; purified M. tuberculosis BioA enzyme, plate reader; 360,000 tested, 0.096% active; inhibition, % at 9.99 µM; in the data active = inhibition above about 40%
* = called active by the depositor. A portion of the library. The share of hits here may be higher or lower than overall.

SMILES | BioA inh
CN1C(=O)c2cc(NC(=O)Nc3ccc(Cl)cc3)ccc2OC[C@H]2O[C@@H](CC(=O)NCCN3CCCCC3)CC[C@@H]21 | 2.7
C[C@H]1CN([C@@H](C)CO)S(=O)(=O)c2ccc(C#CC3CC3)cc2O[C@H]1CN(C)C(=O)c1ccncc1 | 2.0
C[C@@H]1CCCCO[C@@H](CN(C)C(=O)CCCN(C)C)[C@H](C)CN([C@@H](C)CO)C(=O)c2cc(NC(=O)CCC(F)(F)F)ccc2O1 | 0.9
C[C@@H]1CCCCO[C@H](CN(C)C(=O)C2CCCCC2)[C@@H](C)CN([C@@H](C)CO)C(=O)c2cc(NC(=O)Nc3ccc(F)cc3)ccc2O1 | -3.1
C[C@@H]1CN([C@H](C)CO)C(=O)c2cc(NC(=O)Nc3ccccc3)ccc2O[C@@H]1CN(C)S(=O)(=O)c1cccs1 | 1.9
Cc1ccc(S(=O)(=O)N[C@H]2CC[C@H](CC(=O)O)O[C@@H]2CO)cc1 | 1.1
C[C@H]1CN([C@@H](C)CO)C(=O)c2cc(C#CCN(C)C)cnc2O[C@H]1CN(C)Cc1ccc(F)cc1 | -1.4
COCC(=O)N1C[C@@H](C)[C@H](OC)CN(C)C(=O)c2ccc(NC(=O)NC(C)C)cc2OC[C@@H]1C | 0.2
COCC(=O)Nc1ccc2c(c1)[C@H]1C[C@H](CC(=O)N[C@H](C)c3ccccc3)O[C@@H](CO)[C@H]1O2 | -0.7
COc1ccc(C#Cc2ccc3c(c2)[C@@H]2[C@@H](CCN2S(=O)(=O)c2ccccc2C)[C@H](CO)N3C)cc1 | -0.3
O=C(NCC[C@@H]1CC[C@H](NS(=O)(=O)c2ccc(F)cc2)[C@@H](CO)O1)c1ccc2c(c1)OCO2 | -2.9
C/C=C/c1cnc2c(c1)C(=O)N([C@H](C)CO)C[C@H](C)[C@@H](CN(C)C(=O)NC1CCCC1)O2 | -2.8
CC(C)NC(=O)Nc1ccc2c(c1)C(=O)N([C@H](C)CO)C[C@@H](C)[C@H](CN(C)S(=O)(=O)c1ccc(Cl)cc1)O2 | 0.9
C[C@H](O)C#Cc1ccc2c(c1)O[C@H](CN(C)Cc1ccccc1)[C@@H](C)CN([C@@H](C)CO)S2(=O)=O | 2.7
COc1ccc(C(=O)Nc2ccc3c(c2)C(=O)N(C)[C@@H]2CC[C@H](CC(=O)NCC4CC4)O[C@H]2CO3)cc1 | 9.2
COCC(=O)N1C[C@@H](C)[C@H](OC)CN(C)C(=O)c2cc(NC(=O)Nc3cccc(F)c3)ccc2OC[C@H]1C | 2.4
C[C@@H]1CN([C@@H](C)CO)C(=O)c2cc(N(C)C)ccc2O[C@@H](C)CCCCO[C@@H]1CN(C)CC1CCCCC1 | 4.4
COCC(=O)N1[C@@H]2CNc3ccccc3[C@@H]2[C@@H]1CO | -0.9
C[C@H](CO)N1C[C@H](C)[C@@H](CN(C)C(=O)Nc2ccc3c(c2)OCO3)Oc2cc(C#Cc3ccccc3)ccc2S1(=O)=O | -3.9
C[C@H](O)C#Cc1ccc2c(c1)O[C@H](CN(C)Cc1ccccn1)[C@@H](C)CN([C@H](C)CO)S2(=O)=O | 0.1
C[C@H]1CN([C@@H](C)CO)S(=O)(=O)c2ccc(C#CC(C)(C)O)cc2O[C@H]1CN(C)CC1CC1 | 2.7
C[C@H]1CN([C@@H](C)CO)C(=O)c2cc(/C=C/c3ccccc3)cnc2O[C@@H]1CN(C)C(=O)CN(C)C | 1.1
COc1ccc(NC(=O)N[C@@H]2CC[C@H](CCNC(=O)CCN3CCCCC3)O[C@@H]2CO)cc1 | 4.8
CN1c2ccc(C3=CCCCC3)cc2[C@H]2[C@H](CCN2C(=O)C2CCCC2)[C@@H]1CO | 3.2
Cc1cccc(S(=O)(=O)N2C[C@H]3[C@@H](c4ccccc42)[C@H](CO)N3C(=O)CC2CC2)c1 | 7.0
COc1ccccc1CN1[C@@H](CO)[C@@H]2c3ccccc3N(C(=O)c3ccc(F)cc3)C[C@@H]21 | -4.4
CCC(=O)N1[C@H](CO)[C@@H](c2ccc(-c3cccc(F)c3)cc2)[C@H]1CNC(C)=O | 14
COc1ccc(NC(=O)Nc2ccc3c(c2)C(=O)N([C@H](C)CO)C[C@@H](C)[C@H](CN(C)S(=O)(=O)c2ccc(OC)cc2)OCCCC[C@H](C)O3)cc1 | 0.2
C[C@@H]1CCCCO[C@H](CN(C)CC2CCCCC2)[C@H](C)CN([C@H](C)CO)C(=O)c2cc(NC(=O)CCC(F)(F)F)ccc2O1 | 1.5
C[C@H](CO)N1C[C@H](C)[C@H](CN(C)C(=O)Cc2ccccc2)Oc2cc(C#Cc3ccccc3F)ccc2S1(=O)=O | 2.5
C[C@@H]1CN([C@H](C)CO)C(=O)Cc2cc(NC(=O)Nc3ccccc3)ccc2O[C@H]1CN(C)CC1CC1 | 2.0
O=C(C[C@H]1CC[C@@H]2NC[C@@H](O)COC[C@H]2O1)Nc1ccccc1 | -2.5
C[C@H](CO)N1C[C@H](C)[C@@H](CN(C)Cc2ccccc2)Oc2ccc(NC(=O)CCC(F)(F)F)cc2C1=O | -0.6
C[C@@H]1CN([C@@H](C)CO)C(=O)c2cc(C#CC3CC3)cnc2O[C@@H]1CN(C)C(=O)c1ccc(F)cc1 | 7.6
C[C@H]1CN([C@@H](C)CO)S(=O)(=O)c2ccc(-c3cccnc3)cc2O[C@@H]1CN(C)C(=O)c1cccc(F)c1 | 9.2
O=C([C@H]1[C@H](CO)[C@H]2Cn3c(cccc3=O)[C@H]2N1C(=O)C1CCCCC1)N1CCOCC1 | 0.1
C[C@H](CO)N1C[C@H](C)[C@H](CN(C)Cc2ccc(C(=O)Nc3ccccc3N)cc2)Oc2c(NC(=O)C3CCOCC3)cccc2C1=O | -1.8
O=C(C[C@@H]1CC[C@@H]2[C@H](COC[C@H](O)CN2Cc2ccc(Cl)cc2)O1)Nc1nccs1 | 0.2
C[C@H]1CN([C@@H](C)CO)C(=O)c2cc(NS(=O)(=O)c3ccccc3)ccc2O[C@H]1CN(C)C | -5.7
C[C@@H]1CN([C@@H](C)CO)S(=O)(=O)c2ccc(-c3cncnc3)cc2O[C@H]1CN(C)CC1CC1 | -0.8

Five entries out of the list, ordered by number of heavy atoms, high to low:
SMILES | BioA inh
C[C@H]1CN([C@@H](C)CO)S(=O)(=O)c2ccc(-c3cccnc3)cc2O[C@@H]1CN(C)C(=O)c1cccc(F)c1 | 9.2
C[C@@H]1CN([C@H](C)CO)C(=O)Cc2cc(NC(=O)Nc3ccccc3)ccc2O[C@H]1CN(C)CC1CC1 | 2.0
C[C@H]1CN([C@@H](C)CO)C(=O)c2cc(NS(=O)(=O)c3ccccc3)ccc2O[C@H]1CN(C)C | -5.7
O=C(C[C@@H]1CC[C@@H]2[C@H](COC[C@H](O)CN2Cc2ccc(Cl)cc2)O1)Nc1nccs1 | 0.2
Cc1ccc(S(=O)(=O)N[C@H]2CC[C@H](CC(=O)O)O[C@@H]2CO)cc1 | 1.1

Continued.
SMILES | BioA inh
C[C@H](O)C#Cc1ccc2c(c1)O[C@@H](CN(C)C(=O)CC1CC1)[C@H](C)CN([C@@H](C)CO)S2(=O)=O | -0.5
COCC(=O)Nc1ccc2c(c1)C(=O)N(C)C[C@H](OC)[C@H](C)CN(C(=O)c1ccccc1)[C@H](C)CO2 | -1.0
C[C@H](CO)N1C[C@H](C)[C@H](CN(C)CC2CCCCC2)Oc2ccc(NC(=O)Nc3cccc4ccccc34)cc2C1=O | -0.3
C[C@@H]1CN([C@H](C)CO)C(=O)Cc2cc(NC(=O)CCCCCC(=O)Nc3ccccc3N)ccc2O[C@@H]1CN(C)CC1CCCCC1 | -2.6
COc1ccc(NC(=O)N(C)C[C@@H]2OCCCC[C@H](C)Oc3ccc(NC(=O)NC(C)C)cc3C(=O)N([C@H](C)CO)C[C@@H]2C)cc1 | 0.0
Cc1noc(C)c1NC(=O)N(C)C[C@H]1Oc2ccc(NS(C)(=O)=O)cc2CC(=O)N([C@@H](C)CO)C[C@@H]1C | -2.0
CC(C)CC#Cc1ccc2c(c1)O[C@H](CN(C)C)[C@H](C)CN([C@H](C)CO)S2(=O)=O | 4.0
C[C@@H]1CN([C@@H](C)CO)C(=O)c2cc(-c3ccc(C(=O)N(C)C)cc3)cnc2O[C@@H]1CN(C)C(=O)c1cccnc1 | -3.0
C[C@@H]1CCCCO[C@@H](CN(C)C(=O)NC2CCCCC2)[C@H](C)CN([C@@H](C)CO)C(=O)c2cc(NS(=O)(=O)c3ccccc3)ccc2O1 | 0.1
COCCNC(=O)[C@@H]1[C@@H](CO)[C@@H]2Cn3c(ccc(-c4ccccc4)c3=O)[C@H]1N2C | 0.2
O=C(C[C@@H]1C[C@@H]2c3cc(NC(=O)CC4CC4)ccc3O[C@@H]2[C@@H](CO)O1)NCc1cccc(F)c1 | -1.2
COc1cccc(S(=O)(=O)N(C)C[C@@H]2OCc3ccccc3-c3ccccc3C(=O)N([C@H](C)CO)C[C@H]2C)c1 | 0.9
Cc1ccc(S(=O)(=O)Nc2ccc3c(c2)C(=O)N([C@@H](C)CO)C[C@@H](C)[C@@H](CN(C)Cc2ccc(C(=O)O)cc2)OCCCC[C@@H](C)O3)cc1 | -2.2
Cc1ccc(-c2ccc3c(c2)O[C@H](CN(C)Cc2ccc(F)cc2)[C@@H](C)CN([C@H](C)CO)S3(=O)=O)cc1 | -0.2
O=C(CC(F)(F)F)N1C[C@@H]2[C@H](c3ccccc31)[C@@H](CO)N2C(=O)c1ccncc1 | -5.7
O=C(C[C@@H]1C[C@H]2c3cc(NC(=O)NC4CCCC4)ccc3O[C@H]2[C@@H](CO)O1)NCc1ccc2c(c1)OCO2 | -0.4
CCC(=O)N1[C@@H](CO)[C@@H]2c3ccccc3N(C(=O)Nc3ccccc3Cl)C[C@@H]21 | -1.3
CC(C)NC(=O)Nc1ccc2c(c1)C(=O)N([C@H](C)CO)C[C@H](C)[C@@H](CN(C)C(=O)Cc1ccccc1)OCCCC[C@@H](C)O2 | -0.2
CCC(=O)N1CC[C@@H]2[C@H](CO)Nc3ccc(-c4cccc(C#N)c4)cc3[C@@H]21 | 10
CN(C)C(=O)c1cccc(-c2ccc([C@H]3[C@@H](CO)N4CCCCN(C(=O)C5CCC5)C[C@H]34)cc2)c1 | 2.7
COc1ccc(S(=O)(=O)Nc2ccc3c(c2)C(=O)N([C@@H](C)CO)C[C@@H](C)[C@@H](CN(C)S(=O)(=O)c2ccc(OC)cc2)O3)cc1 | 3.5
CC(C)NC(=O)Nc1ccc2c(c1)C(=O)N([C@H](C)CO)C[C@@H](C)[C@H](CN(C)C(=O)CCCN(C)C)OCCCC[C@@H](C)O2 | 0.1
Cc1ccccc1S(=O)(=O)N1[C@@H](C#N)[C@@H](c2ccc(C#CC3CCCCC3)cc2)[C@@H]1CO | -1.3
C[C@H]1CN([C@@H](C)CO)S(=O)(=O)c2ccc(C#Cc3ccccc3)cc2O[C@H]1CN(C)C(=O)Nc1ccc2c(c1)OCO2 | -1.3
C[C@H]1CN([C@@H](C)CO)C(=O)c2cccc(N(C)C)c2O[C@H]1CN(C)C(=O)Nc1ccccc1 | -1.3
Cc1noc(C)c1S(=O)(=O)N(C)C[C@@H]1OCCCC[C@H](C)Oc2ccc(N(C)C)cc2C(=O)N([C@H](C)CO)C[C@@H]1C | -2.8
Cc1cc(C(=O)Nc2ccc3c(c2)C(=O)N(C)[C@H]2CC[C@H](CC(=O)NCc4ccc(-c5ccccc5)cc4)O[C@@H]2CO3)no1 | 0.4
CCCN(C)C[C@H]1Oc2cc(C#Cc3ccccc3)ccc2S(=O)(=O)N([C@H](C)CO)C[C@@H]1C | 0.1
O=C(C[C@H]1C[C@H]2c3cc(NC(=O)CC4CC4)ccc3O[C@H]2[C@H](CO)O1)NCc1ccc(Cl)cc1 | -0.7
C[C@@H]1CN([C@H](C)CO)C(=O)c2cc(C#Cc3cccnc3)cnc2O[C@@H]1CN(C)Cc1ccc(F)cc1 | 0.0
N#C[C@H]1[C@H](c2ccc(C3=CCCCC3)cc2)[C@@H](CO)N1S(=O)(=O)c1cccc(F)c1 | -4.2
Cc1ccc(CN(C)C[C@H]2OCc3cnnn3CCCC(=O)N([C@H](C)CO)C[C@H]2C)cc1 | -0.8
O=C(C[C@@H]1CC[C@H](NC(=O)c2ccccc2)[C@@H](CO)O1)NCc1ccc(Oc2ccccc2)cc1 | -1.4
C[C@H](CO)N1C[C@H](C)[C@H](CN(C)Cc2ccc3c(c2)OCO3)Oc2ccc(NC(=O)C3CCCCC3)cc2C1=O | -0.7
CNC[C@@H]1Oc2ccc(NS(=O)(=O)c3ccc(Cl)cc3)cc2CC(=O)N([C@@H](C)CO)C[C@H]1C | -0.3
Cc1ccccc1-c1cnc2c(c1)C(=O)N([C@@H](C)CO)C[C@@H](C)[C@@H](CN(C)C(=O)c1ccncc1)O2 | -1.2
Cc1noc(C)c1S(=O)(=O)Nc1ccc2c(c1)C(=O)N([C@H](C)CO)C[C@@H](C)[C@@H](CN(C)C(=O)Nc1ccc3c(c1)OCO3)OCCCC[C@@H](C)O2 | 1.6
C/C=C/c1ccc2c(c1)O[C@H](CN(C)C(=O)C1CCOCC1)[C@@H](C)CN([C@H](C)CO)S2(=O)=O | 0.1
C[C@@H]1CN([C@@H](C)CO)C(=O)c2cc(C#CC3CCCC3)cnc2O[C@H]1CN(C)C(=O)Cc1ccccn1 | 0.4

Quoted at random: 2 compounds from above.
SMILES | BioA inh
CNC[C@@H]1Oc2ccc(NS(=O)(=O)c3ccc(Cl)cc3)cc2CC(=O)N([C@@H](C)CO)C[C@H]1C | -0.3
C[C@H]1CN([C@@H](C)CO)S(=O)(=O)c2ccc(C#Cc3ccccc3)cc2O[C@H]1CN(C)C(=O)Nc1ccc2c(c1)OCO2 | -1.3

Reformatted: results already given.
Molecule	BioA inh
Cc1ccccc1S(=O)(=O)N1[C@@H](C#N)[C@@H](c2ccc(C#CC3CCCCC3)cc2)[C@@H]1CO	-1.3
C[C@H]1CN([C@@H](C)CO)S(=O)(=O)c2ccc(C#Cc3ccccc3)cc2O[C@H]1CN(C)C(=O)Nc1ccc2c(c1)OCO2	-1.3

Assay outcomes (PubChem BioAssay)
